GBA enhancer = glucocerebrosidase activity enhancement. L444P Gaucher fibroblasts, 4-MU-glucoside fluorescence, 3 days. activation, % at 10 µM. hit rate 0.44% among 30,000; in the data active means activation above about 65%;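 further: 0% = vehicle wells and 100% = positive control wells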
Target sequence (P04062 whole entry L483P): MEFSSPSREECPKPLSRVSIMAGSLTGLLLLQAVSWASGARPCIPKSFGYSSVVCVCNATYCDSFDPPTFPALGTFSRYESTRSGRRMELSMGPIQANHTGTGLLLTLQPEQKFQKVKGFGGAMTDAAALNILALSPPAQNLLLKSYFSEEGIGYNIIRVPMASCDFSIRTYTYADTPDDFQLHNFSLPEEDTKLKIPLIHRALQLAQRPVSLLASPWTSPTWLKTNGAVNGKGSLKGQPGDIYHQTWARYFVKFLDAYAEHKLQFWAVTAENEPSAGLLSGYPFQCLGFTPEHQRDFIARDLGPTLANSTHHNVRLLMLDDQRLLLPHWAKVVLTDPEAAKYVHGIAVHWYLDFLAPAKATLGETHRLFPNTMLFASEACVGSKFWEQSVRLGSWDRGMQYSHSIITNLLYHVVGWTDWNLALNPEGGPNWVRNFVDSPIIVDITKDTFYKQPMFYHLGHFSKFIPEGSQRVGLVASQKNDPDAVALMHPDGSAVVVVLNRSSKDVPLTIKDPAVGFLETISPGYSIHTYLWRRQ
Active calls of the source: *. The list is partial, so the mix of outcomes need not match the whole.

SMILES | GBA enhancer
CCCc1nc(-c2cc3ccc(C)cc3[nH]c2=O)no1 | -14
CCC(=O)N1CCCc2cc(S(=O)(=O)N3CCC(N4CCCCC4)CC3)ccc21 | -10
O=S1(=O)N=C(SCCO)c2ccccc21 | -7
CCC(C)(C)NC(=O)C(c1cccn1C)N(Cc1ccccc1)C(=O)Cn1nnc2ccccc21 (stereo unspecified) | -19
CCN1CCN(c2nc(-c3cccnc3)nc3ccccc23)CC1 | 65
COC(=O)c1oc2ccc(Br)cc2c1NC(=O)CCN1CCOCC1 | -14
CC(=O)Nc1sc(C)c(C)c1CN1CCN(S(=O)(=O)c2ccccc2)CC1 | 15
O=c1[nH]c2cc(Cl)ccc2n1-c1ccccc1 | -15
Nc1cc(-c2ccco2)no1 | 4
COc1ccc(-c2nc3n(n2)C(c2cccnc2)C(C(N)=O)=C(C)N3)cc1 (stereo unspecified) | 4
CCOC(=O)N1CCN(C(=O)CSCC(=O)Nc2nc(-c3ccc(Cl)s3)cs2)CC1 | -13
CCC(=O)N1CCc2cc(S(=O)(=O)CCC(=O)O)ccc21 | 7
COc1ccccc1N1CCN(c2cc(=O)n(-c3ccccc3Cl)c(=O)[nH]2)CC1 | -6
Cc1ccc(NCc2nnc(SCC(=O)c3ccccc3)o2)c(C)c1 | 6
CCC(CC)c1nc(NCCC(=O)O)c2ccccc2n1 | -7
CCOc1ccc(OCC(=O)N2CCOCC2)cc1 | 4
O=C(CCS(=O)(=O)Cc1ccccc1F)NCCCN1CCCCC1 | 3
CC(C)OC(=O)CCC1(C(=O)O)CCC(=O)NC1 (stereo unspecified) | -26
CC(=O)c1ccccc1NS(=O)(=O)c1c(C)nn(-c2ccccc2)c1C | 7
CCN(CC)C(=O)CSc1nnc([C@@H](N)Cc2ccccc2)o1 | -69
Cc1ccc(C2CC(C(F)(F)F)n3nc(C(=O)NCc4ccco4)cc3N2)cc1 (stereo unspecified) | -11
Cc1c(C(=O)O)oc2c1C(O)CCC2 (stereo unspecified) | 8
Nn1c(SC/C=C/c2ccccc2)nnc1-c1ccncc1 | 0
CC1CCCCN1S(=O)(=O)c1ccc2c(c1)CCN2C(=O)C1CCC1 (stereo unspecified) | -15
COC(=O)C1C(O)=C(C=NC2CCCCC2)C(=O)CC1(C)C (stereo unspecified) | -8

The list goes on, starting with the last 2 of the part before.
SMILES | GBA enhancer
CC1CCCCN1S(=O)(=O)c1ccc2c(c1)CCN2C(=O)C1CCC1 (stereo unspecified) | -15
COC(=O)C1C(O)=C(C=NC2CCCCC2)C(=O)CC1(C)C (stereo unspecified) | -8
Cc1ccc(SC(C)c2nc(-c3ccncc3)no2)cc1 (stereo unspecified) | -19
O=C1CSC(c2ccccn2)N1Cc1cn2ccccc2n1 (stereo unspecified) | -6
O=C(NCCc1ccccc1)C1CCN(S(=O)(=O)N2CCC3(CC2)OCCO3)CC1 | 3
CCN(CCCNC(=O)c1c(C)cc(=O)oc1C)c1cccc(C)c1 | -64
Cc1cc(=O)oc2cc(OCC(=O)N3CCc4ccccc4C3)ccc12 | -45
CCCn1nnc(NC(=O)c2ccco2)n1 | -42
CCOC(=O)C(NC(=O)c1ccc(OC)cc1)(N1CCOCC1)C(F)(F)F (stereo unspecified) | -15
CC1CCCN(S(=O)(=O)c2ccc(S(=O)(=O)N3CCCN(Cc4ccccc4)C3)cc2)C1 (stereo unspecified) | -22
COc1ccc(NC(=O)Cn2nc(C(F)(F)F)c3c2CCCC3)c(OC)c1 | 20
COc1ccc(N=C2SCC(=O)N2c2ccc(OC)cc2)cc1 | -6
Nc1ccc(N2CCOCC2)c(Cl)c1 | -1
CC1CCCN(CCCNC(=O)c2coc3nc4ccccc4nc23)C1 (stereo unspecified) | -20
Cn1c(=O)c2c(nc(NCCc3ccccc3)n2CC(=O)NCCc2ccccc2)n(C)c1=O | -12
Cc1noc(C)c1C(=O)OCC(=O)Nc1ccccc1C(=O)NC(C)c1ccccc1 (stereo unspecified) | -5
N#Cc1nc(COc2ccccc2F)oc1N1CCCCCC1 | -3
O=C(CSc1nnc(Cn2c(=O)sc3ccccc32)n1-c1ccccc1)N1CCOCC1 | 2
COCCCNC(=O)Cn1ncc2c(=O)oc3ccccc3c21 | 10
O=S(=O)(c1ccc(OCC(O)CN2CCN(c3ccccc3Cl)CC2)cc1)N1CCOCC1 (stereo unspecified) | -12
CC(C)(C)NC(=O)C1N(c2cccnc2)C(=O)C2C(C(=O)Nc3ccccc3)C3(C)C=CC21O3 (stereo unspecified) | -26
COc1cc(CN2CCN(C(=O)CC(C)C)CC2)cc(OC)c1O | -2
O=C(Cn1nc(C(=O)O)c2ccccc2c1=O)NCC1CCCO1 (stereo unspecified) | -12
O=S(=O)(c1ccccc1)c1nc(Nc2ccccc2N2CCOCC2)sc1Cl | -8
Cc1nc2ncnn2c(C)c1CCC(=O)Nc1csc(N)n1 | -12
O=S(=O)(c1ccc(-c2csc(-c3cccnc3)n2)cc1)N1CCCCC1 | -32
O=S(=O)(Cc1cccc(F)c1)c1c[nH]c2ccccc12 | -12
(continued)
SMILES | GBA enhancer
CCOC(=O)c1ccc(NC(=O)Nc2ccc(S(N)(=O)=O)cc2)cc1 | -2
COc1ccc(-n2nc3c(c2NC(=O)c2c(-c4ccccc4Cl)noc2C)CS(=O)(=O)C3)cc1 | 7
CCCCOC(=O)Nc1nnc(CCOCC)s1 | -17
Cc1ccc(S(=O)(=O)N2CCOCC2)cc1C(=O)Nc1ccc(-c2cn3ccsc3n2)cc1 | -9
Cc1cc(S(=O)(=O)N2CCN(c3ccccc3C)CC2)ccc1F | -20
Cc1ccc(-n2cc(C(C)(C)C)[nH]c2=S)cc1 | 5
O=C1c2ccccc2-c2ccc(C(=O)N3CCOCC3)cc21 | -28
O=C(CSc1nc2ccccc2n1-c1ccccc1)NCC1CCCO1 (stereo unspecified) | -5
Fc1ccc(-c2nnc(SCc3ncc(-c4ccccc4)o3)n2CC2CCCO2)cc1 (stereo unspecified) | -12
Nc1nnc(-c2ccccc2)c(-c2ccccc2)n1 | -13
COc1ccc(NC(=O)CN(c2ccccc2)S(=O)(=O)N(C)C)cc1OC | -5
CC(=O)N1CCN(c2ccc(NCc3ccccc3)cc2)CC1 | -13
CN(C(=O)c1ccc(Cl)c(S(=O)(=O)N2CCOCC2)c1)c1ccccc1C(=O)O | -1
Cn1nc(C(=O)NCc2ccc(F)cc2)c2ccccc2c1=O | -15
CC(C)CC(NC(=O)C1CCCCC1)C(=O)NCc1ccccn1 (stereo unspecified) | -50
O=C(c1ccco1)N1CCN(Cc2nnnn2CCc2ccccc2)CC1 | -15
N#CC1=C(N)n2c(s/c(=C\c3ccco3)c2=O)=C(C#N)C1c1ccco1 (stereo unspecified) | -28
COC(=O)C1=C(C)NC(=O)NC1c1ccc(OCC(=O)N2CCCCC2)cc1 (stereo unspecified) | -14
CC1CN(C(=O)c2cc3c(s2)CCC3)CC(C)O1 (stereo unspecified) | 37
COc1cccc(NC(=O)C2CCCN2C(=O)Nc2ccccc2F)c1 (stereo unspecified) | 0
CC(=O)C1C(c2cn(-c3ccccc3)nc2-c2cccs2)NC(=O)NC1(O)C(F)(F)F (stereo unspecified) | 4
O=C(Nc1ccc(Cl)c(Cl)c1)OCc1cccnc1 | -1
Cc1ccc2cc3cc(C(=O)NCCCN4CCc5ccccc5C4)oc3nc2c1 | -17
O=C(Nc1ccccc1C(=O)N1CCCC1)c1cccc(S(=O)(=O)N2CCCCC2)c1 | -9
O=C(Cn1nc(-c2ccccc2)ccc1=O)NCC1COCCO1 (stereo unspecified) | -6
More structures follow:
SMILES | GBA enhancer
O=C(CN(CCCN1CCOCC1)C(=O)Cn1nnc(-c2ccc(F)cc2)n1)NC1CCCCC1 | -15
C=CCn1c(SCC(=O)Nc2ccc3c(c2)OCCO3)nnc1-c1ccco1 | 5
COc1ccccc1N1CCN(C(=O)c2oc3ccccc3c2C)CC1 | -12
O=C(Cc1coc(-c2ccc(F)cc2)n1)NCc1ccccc1 | -22
CCc1nn(CC(=O)NCCN2CCN(C)CC2)c(=O)c2cc3occc3n12 | 21
CCC(C)Sc1nc2c(c(=O)[nH]c(=O)n2C)n1CCc1ccccc1 (stereo unspecified) | -5
COCCN(CC(=O)Nc1ccccc1C)S(=O)(=O)c1ccc(S(=O)(=O)N2CCCC2)cc1 | -6
O=C(NCc1ccccc1)c1cnc2n(c1=O)CCS2 | 0
O=C(Nc1cnn(Cc2ccc(Cl)cc2Cl)c1)c1cc(-c2cccs2)on1 | 6
COc1ccc(CN2CCN(S(=O)(=O)c3ccc(NC(C)=O)cc3)CC2)cc1OC | -11
Cc1csc(=Nc2c(C)n(C)n(-c3ccccc3)c2=O)n1Cc1ccccc1 | 26
O=C(CN(C1CCCCC1)S(=O)(=O)c1ccc(F)cc1)NCc1ccncc1 | 1
CN(c1ccccc1)S(=O)(=O)c1cccc(C(=O)N2CCN(c3ccccn3)CC2)c1 | -9
C=CCOc1ccccc1CNCc1cccnc1 | -26
Cc1cc(C(C)(C)C)cc(C)c1COC(=O)C1CCC(=O)N1 (stereo unspecified) | 2
Nc1nc(-c2ccco2)nc(N2CCCCC2)n1 | -7
COc1ccc(-c2noc(CCC(=O)Nc3cccc(C)c3)n2)cc1 | -4
Cc1ccc(-c2noc(CCC(=O)NCCc3ccccc3Cl)n2)cc1 | -8
CCOc1cc2[nH]c(=O)n(CCCCC(=O)NCc3ccco3)c(=O)c2cc1OCC | -5
CC1Cc2ccccc2N1C(=O)CCNS(=O)(=O)c1cccc2nsnc12 (stereo unspecified) | 2
COc1ccccc1NC(=O)CN1C(=O)C2(OCCCO2)c2ccccc21 | 6
CCOC(=O)C1CCN(S(=O)(=O)c2ccc(NC(=O)OC)cc2)CC1 | -27
CCOC(=O)Nc1cccc(Nc2ccccc2)c1 | -8
CS(=O)(=O)N1CCN(C2CCN(Cc3ccccc3)CC2)CC1 | -3
COc1ccc(OC)c(C(O)c2nc3ccccc3n2C(C)C)c1 (stereo unspecified) | -18

Grouped by structure: the entries above with a cyano group (two)
SMILES | GBA enhancer
N#Cc1nc(COc2ccccc2F)oc1N1CCCCCC1 | -3
N#CC1=C(N)n2c(s/c(=C\c3ccco3)c2=O)=C(C#N)C1c1ccco1 (stereo unspecified) | -28

Looked up one by one from the list above, 5 records:
SMILES | GBA enhancer
C=CCOc1ccccc1CNCc1cccnc1 | -26
CCOC(=O)Nc1cccc(Nc2ccccc2)c1 | -8
CN(c1ccccc1)S(=O)(=O)c1cccc(C(=O)N2CCN(c3ccccn3)CC2)c1 | -9
O=C(CN(C1CCCCC1)S(=O)(=O)c1ccc(F)cc1)NCc1ccncc1 | 1
Cc1csc(=Nc2c(C)n(C)n(-c3ccccc3)c2=O)n1Cc1ccccc1 | 26

Part of the list above in order of length of the SMILES, smallest number first.
SMILES | GBA enhancer
O=C(Cc1coc(-c2ccc(F)cc2)n1)NCc1ccccc1 | -22
CS(=O)(=O)N1CCN(C2CCN(Cc3ccccc3)CC2)CC1 | -3
CCc1nn(CC(=O)NCCN2CCN(C)CC2)c(=O)c2cc3occc3n12 | 21
O=C(Nc1cnn(Cc2ccc(Cl)cc2Cl)c1)c1cc(-c2cccs2)on1 | 6

(more compounds)
SMILES | GBA enhancer
CCCn1c(SCc2ccc(Cl)cc2)nc2c1c(=O)[nH]c(=O)n2C | -51
OC(CNCC1CCCO1)Cn1c2ccccc2c2ccccc21 (stereo unspecified) | 7
C=CCN(c1ccc(C(=O)N2CCN(c3ccc(F)cc3)CC2)cc1)S(C)(=O)=O | 1
CCc1nc(OCc2ccco2)c2sc3nc4c(cc3c2n1)COC(C)(C)C4 | 31
O=C(NC1CCCCCCC1)C1CCN(c2nc3ccccc3o2)CC1 | -13
Cn1cc(C(=O)N2CCN(C(=O)c3ccco3)CC2)c2c3ccccc3n(C)c2c1=O | 31
Cn1c(=O)c2cc(S(=O)(=O)NCCC(=O)Nc3ccc(Cl)cc3)ccc2n(C)c1=O | -32
CCn1c(SCC(=O)Nc2cc(C)on2)nnc1-c1ccncc1 | 10
CN1CCN(Cc2c(O)ccc3occ(C(=O)c4ccccc4)c23)CC1 | -10
Cc1ccc(NC(=O)c2cccc(Cl)c2)nc1 | 7
CCC(C)Sc1nc(C)nc2c1c(=O)n(C)c(=O)n2C (stereo unspecified) | -3
COc1ccc(C2C(C(=O)c3ccco3)=C(O)C(=O)N2Cc2cccnc2)cc1OC (stereo unspecified) | 8
Cc1ccc2nc(NC3=NCN(Cc4ccc5c(c4)OCO5)CN3)nc(C)c2c1 | -40
Nn1c(COc2ccccc2)nnc1SC(F)F | -2
CC1(C)CC(=O)C2=C(C1)N1CCCCC1CC2=O (stereo unspecified) | -1
Cc1ccc(C(=O)CSc2nnc(-c3ccco3)n2Cc2ccccc2)cc1 | -46
Cc1ccc2nsnc2c1S(=O)(=O)N(Cc1ccco1)Cc1cc2cccc(C)c2[nH]c1=O | 45
CN(C)c1ccc(NC(=O)CCCc2ccccc2)cc1 | 9
CCN(CC(=O)Nc1ccc2c(c1)OCCO2)Cc1cc(=O)oc2c(C)c(C)ccc12 | -2
O=C(CSc1nnc(Cc2ccccc2)n1-c1ccc(F)cc1)N1CCOCC1 | -45
O=C(CCn1c(=O)sc2ccccc21)Nc1ccon1 | -1
O=C(c1cc2nc(-c3ccco3)cc(C(F)(F)F)n2n1)N1CCN(c2ccccn2)CC1 | 10
CCOCCCNC(=O)c1cc2sc(Cl)cc2n1CC | -27
COc1cccc(N(CC(=O)N2CCN(C)CC2)S(=O)(=O)c2ccccc2)c1 | -6
Cc1ccccc1S(=O)(=O)Cc1ccc(C(=O)N2CCN(c3ncccn3)CC2)o1 | -33
Cc1ccc(S(=O)(=O)N2CCN(C(=O)CN3CCOCC3)C2)cc1 | 3
O=C(Nc1cnn(Cc2ccc(F)cc2)c1)c1cc2nc(-c3ccco3)cc(C(F)(F)F)n2n1 | -14
CCOC(=O)c1ccc(COC(=O)c2ccc(-c3nnc(-c4ccccc4)o3)cc2)o1 | 6
O=C(Cn1c(CC(=O)N2CCOCC2)nc2ccccc21)Nc1ccc2c(c1)OC(F)(F)O2 | -6
